Assay outcomes (PubChem BioAssay)
RAD52 anneal inh – RAD52 DNA annealing inhibitors, primary screen, biochemical, FRET, single point, set 2; inhibition, % at 18.7 µM; recombinant RAD52 DNA annealing, FRET fluorescence; DNA repair protein RAD52 homolog (Homo sapiens), P43351; 360,000 tested, 0.46% active; AID 651710, 2012;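 active = every replicate showing at least 50% inhibition; inconclusive = mean inhibition at least 50% but not in every replicate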
Target sequence (P43351 whole entry, looked up): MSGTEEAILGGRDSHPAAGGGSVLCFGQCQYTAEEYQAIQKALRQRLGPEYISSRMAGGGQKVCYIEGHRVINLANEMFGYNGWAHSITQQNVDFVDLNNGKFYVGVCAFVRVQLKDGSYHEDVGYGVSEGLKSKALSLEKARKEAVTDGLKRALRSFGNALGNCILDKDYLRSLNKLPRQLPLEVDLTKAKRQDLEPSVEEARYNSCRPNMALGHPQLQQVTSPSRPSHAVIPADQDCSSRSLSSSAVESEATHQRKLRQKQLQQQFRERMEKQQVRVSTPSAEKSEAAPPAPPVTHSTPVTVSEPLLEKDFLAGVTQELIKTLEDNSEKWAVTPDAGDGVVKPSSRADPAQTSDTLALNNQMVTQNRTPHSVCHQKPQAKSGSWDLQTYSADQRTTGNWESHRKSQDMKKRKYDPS
PglD DTNB – C. jejuni PglD acetyltransferase inhibitors, primary screen, biochemical, DTNB colorimetric, single point | UDP-N-acetylbacillosamine N-acetyltransferase PglD (Campylobacter jejuni) | purified PglD enzyme, DTNB colorimetric CoA detection | inhibition, % at 12.5 µM | 360,000 tested, 0.098% active | AID 602405, 2012; in the data active = inhibition above about 16%, passing the limit was not always enough; inconclusive = no clear call, values can overlap the other calls; also: strong numbers were not always called active
ERAP1 HTS inh – human ERAP1 aminopeptidase inhibitors, primary screen, biochemical, single point, plate reader; 340,000 tested, 0.15% active; inhibition, % at 10.7 µM; recombinant ERAP1, Leu-AMC fluorescence, 60 min; Endoplasmic reticulum aminopeptidase 1 (Homo sapiens), Q9NZ08;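 active = mean replicate inhibition of at least 30%, or all replicates individually reaching that 30% level; inactive = mean below 30% and not every replicate reaching it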;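 also: 0% = neutral control wells and 100% = L-leucinethiol positive control wells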
RAD54 branch – inhibitors of human RAD54 branch migration, primary screen, biochemical, fluorescence, single point | RAD54 Holliday junction branch migration, FAM/BHQ fluorescence | inhibition, % at 10.4 µM | 360,000 tested, 0.14% active | AID 602329, 2012;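 active = mean normalized replicate activity at least 40 and at least half of replicates scoring 40 or more; inconclusive = only one of the two criteria met; inactive = mean below 40 and under half of replicates reaching 40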;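 also: 0% = median of neutral control wells and 100% = median of positive control wells; inhibitors cause a drop in the FAM fluorescence signal; in these data hits start at about 50%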
Cneo AK release – Cryptococcus neoformans cell lysis inducers, primary screen, AK release luminescence, single concentration. C. neoformans lysis, adenylate kinase release luminescence, 4 h; normalised: neutral wells 0, clomiphene wells 100. lysis activity, % at 15 µM. 360,000 tested, 0.2% active;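 active = mean lysis activity across replicates of at least 80%, whatever share of replicates individually reach that level; inactive = mean lysis activity below 80%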
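Test system: log-phase Cryptococcus neoformans yeast cells; Quantity: yeast cell density of 5 × 10^6 cells/mL; Buffer or medium: YPD; Doses: single compound concentration per well; Timing: 4 h at 37 °C static, read 1 h later; Measured by: AK luminescence; Read-out basis: lysis from increased AK signal; Control set: Clomiphene as positive control.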
PGC1a acetyl inh – inhibitors of PGC1a acetylation signal, primary screen, cell-based, U2OS, AlphaScreen, inhibitor mode | AID 651687, 2012 | AlphaScreen anti-acetyl-lysine; with virally co-expressed GCN5 acetyltransferase | inhibition, % at 15.6 µM | 350,000 tested, 0.17% active;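 active = every replicate shows inhibition of at least 40%; inconclusive = mean inhibition at least 40% but some replicate below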;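 also: 0% = neutral control wells and 100% = positive control wells; some results beyond the cut were filed as inactive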
miR-122 sensor – miR-122 Renilla sensor signal increase in Huh7, primary screen, miR-122 inhibitor project, cell-based, single point, plate reader; activation (reporter increase), % at 12.5 µM; 340,000 tested, 0.3% active; AID 602342, 2012; Huh7 miR-122 Renilla luciferase sensor, 48 h; neutral wells = 0, positive control = 100;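 active = mean replicate activation score at least 90 and every replicate individually at or above 90; inconclusive = only one of the two criteria met; inactive = neither criterion met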;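 also: higher luciferase means less miR-122 activity so hits act as miR-122 inhibitors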
E-selectin induc – E-selectin induction in HUVECs, primary screen, imaging, HUVEC, immunofluorescence imaging, single point | P16581 | normalized: neutral wells 0, TNF-alpha wells 100 | activation, % at 7.58 µM | 260,000 tested, 0.37% active;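 active = mean E-selectin-positive cell signal at least 10% of the positive control, reached in at least 60% of replicates, without over 20% cell loss; inconclusive = no rule given, readout overlaps actives, possibly toxicity-flagged; inactive = the rest, including those meeting only one limit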;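 also: in these data hits start at about 27%; measured in HUVEC primary endothelial cells; signal is the percent of cells scored E-selectin positive by PE staining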
Target sequence (P16581 whole entry, looked up): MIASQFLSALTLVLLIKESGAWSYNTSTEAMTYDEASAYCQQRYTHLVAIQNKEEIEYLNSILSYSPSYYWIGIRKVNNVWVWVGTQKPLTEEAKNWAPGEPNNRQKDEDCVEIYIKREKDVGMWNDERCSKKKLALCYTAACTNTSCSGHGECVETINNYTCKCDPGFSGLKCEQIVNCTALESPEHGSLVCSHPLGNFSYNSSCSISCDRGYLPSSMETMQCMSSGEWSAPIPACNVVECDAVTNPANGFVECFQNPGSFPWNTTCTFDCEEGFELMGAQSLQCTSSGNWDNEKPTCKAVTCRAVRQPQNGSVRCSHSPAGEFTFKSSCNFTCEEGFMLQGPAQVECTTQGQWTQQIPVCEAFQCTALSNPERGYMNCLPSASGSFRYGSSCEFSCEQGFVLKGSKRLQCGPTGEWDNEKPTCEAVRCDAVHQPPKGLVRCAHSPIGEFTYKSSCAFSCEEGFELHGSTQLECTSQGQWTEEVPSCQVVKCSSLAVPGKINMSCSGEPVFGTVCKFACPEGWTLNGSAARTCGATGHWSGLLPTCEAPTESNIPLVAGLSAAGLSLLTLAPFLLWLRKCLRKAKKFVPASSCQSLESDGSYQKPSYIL
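System: HUVEC / Compound: single concentration / Signal: immunofluorescence imaging / Read-out: percent E-selectin-positive cells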
The depositor's hits bear a star; u = inconclusive; x = no result given; [ ] = another dose, or the depositor's remark.

SMILES	RAD52 anneal inh	PglD DTNB	ERAP1 HTS inh	RAD54 branch	Cneo AK release	PGC1a acetyl inh	miR-122 sensor	E-selectin induc
C/C=C/c1ccc([C@@H]2[C@H]3CN(S(=O)(=O)c4ccc(F)cc4)CCCCN3[C@H]2CO)cc1	-24	1	1	-14	-4	-5	-1[16.7 µM]	0.2
Cc1ccc(C(=O)Nc2c(N)nc(SCC(=O)Nc3cc(C)on3)[nH]c2=O)cc1	-10	0	-2	9	-1	3	-4	2.6
O=C(COc1ccccc1)OCC(=O)c1ccc(O)cc1O	-5	-3	-1	-6	3	2	6	3.7
CC(=O)N(C)C[C@H]1OCc2ccccc2-c2c(n(C)c3ccccc23)C(=O)N([C@H](C)CO)C[C@@H]1C	14	2	-1	5	4	4	x	-0.4
O=C(CC1SC(=NCC2CCCO2)NC1=O)Nc1cccc2ccccc12 (stereo not drawn)	2	0	-2	2	-4	-3	-3	0.0
C=CCNC(=O)CSc1nc2sc3c(c2c(=O)n1CCCOC)CCC3	-3	-1	-1	6	1	-12	-3	x
O=C(/C=C/c1ccccc1)c1ccc2c(c1)OCCCCO2	x	0	x	-11	-13	-8	3	x
O=C(CNC(=O)c1cccs1)NCC(=O)OCc1c(F)cccc1Cl	-2	x	8	x	x	5	-6	x
CCc1nc(-c2ccccc2)c2ccccn12	3	4	-1	5	0	-4	-4	-0.8
COc1ccc(CN(CCC(C)C)S(=O)(=O)c2ccccc2Br)c(OC)c1	-2	0	2	-8	0	-12	8	-0.2
CO[C@@H]1CN(C)C(=O)c2cc(NS(=O)(=O)c3cn(C)cn3)ccc2OC[C@@H](C)N(Cc2cccc(F)c2)C[C@@H]1C	-1	0	2	-4	59	-7	x	-0.1
CCN1CCN(S(=O)(=O)c2ccc(OC)cc2)CC1	3	-2	3	0	1	8	-3	x
O=C(CN1C(=O)NC2(CCCCCC2)C1=O)c1ccc2c(c1)OCCO2	x	1	x	-1	-2	-1	-1	x
O=C(NCc1ccccc1Cl)C1CCCN(C(=O)Nc2ccc(F)cc2)C1 (stereo not drawn)	-12	-4	-1	7	1	-1	4	x
O=C(Nc1c(F)c(F)c(F)c(F)c1F)C1CCCCC1	x	7	x	3	0	-6	-5	x
Cc1ccccc1C(=O)NC(NCC1CCCO1)C(Cl)(Cl)Cl (stereo not drawn)	x	-8	x	4	0	-5	-3	x
NC(=O)N/C=C1\CCCOC1=O	-2	2	-2	-4	-1	-4	-1	-0.5
CC1(C)CC(=O)C(C2(O)C(=O)Nc3ccccc32)CO1 (stereo not drawn)	-22	-1	0	4	-1	7	-1	-0.2
C[C@@H]1CN([C@@H](C)CO)C(=O)c2cccc(NC(=O)c3ccc(-c4nccs4)cc3)c2O[C@@H]1CN(C)C(=O)Nc1ccccc1	-14	1	0	4	-2	-7	4[16.7 µM]	0.1
NS(=O)(=O)c1ccc(CNC(=O)c2ccc(Br)o2)cc1	x	10	x	6	0	9	7	x
CC(C)CCN1CCN(CCCc2ccccc2)CC1CCO (stereo not drawn)	-11	0	-1	2	0	0	1	1.8
CCC(C)(C)n1nnnc1C(c1cc(OC)ccc1OC)N1CCN(Cc2ccccc2)CC1 (stereo not drawn)	-15	-7	1	-3	1	-14	5	x
C[C@@H](O)C#Cc1ccc2c(c1)O[C@@H](CN(C)C(=O)Cc1ccccn1)[C@@H](C)CN([C@@H](C)CO)S2(=O)=O	10	-1	1	-2	-2	7	9[16.7 µM]	0.1
C/C=C/c1ccc([C@H]2[C@@H](CO)N(C(=O)CN(C)C)C23CN(C(=O)C2CCOCC2)C3)cc1	-7	x	-1	x	x	-8	x	0.2
Cc1sc2ncnc(NS(=O)(=O)c3ccc(Cl)cc3)c2c1C	-51	1	-2	2	-2	x	x	x
Next part.
SMILES	RAD52 anneal inh	PglD DTNB	ERAP1 HTS inh	RAD54 branch	Cneo AK release	PGC1a acetyl inh	miR-122 sensor	E-selectin induc
COc1ccccc1/C=N/Nc1nc(C)cc(C)n1	-4	2	7	0	2	-2	-4	0.5
C[C@@H]1CN([C@@H](C)CO)C(=O)c2cc(NC(=O)Nc3ccccc3)ccc2O[C@@H]1CN(C)C(=O)NC1CCCCC1	-21	3	-3	0	4	-14	-2[16.7 µM]	-8.3
Cc1cc(NC(=O)CSc2nnc(C3CC3)n2N)no1	8	-7	-1	-3	0	33	x	x
COc1cc(NS(=O)(=O)c2cc3c(cc2C)NC(=O)CO3)cc(OC)c1	-15	3	4	5	0	-2	101*	1.1
c1ccc2cc(-c3csnn3)ccc2c1	x	-3	x	0	3	-3	0	x
CC1(C)O[C@@H]2[C@H](O1)[C@@H](CO)O[C@H]2n1cnc2c(=O)[nH]cnc21	0	-3	x	-6	-1	x	-7	3.0
CC(=O)Nc1ccc(NC(=O)CN(C)S(=O)(=O)c2ccc3ccccc3c2)cc1	-7	-7	-1	0	-1	x	x	-0.4
CCN(CC)CCn1c(=N)n(CC(O)COc2cccc(C)c2)c2ccccc21 (stereo not drawn)	7	x	-2	x	x	-31	0	4.0
COc1ccc(S(=O)(=O)Nc2ccc3c(c2)C(=O)N(C)C[C@@H](OC)[C@@H](C)CN[C@H](C)CO3)cc1	4	-2	-2	2	-9	2	x	0.0
COC(=O)c1ccc2c(c1)sc(=NC(=O)CCS(=O)(=O)c1ccccc1)n2C	-89	-3	0	-10	-4	x	x	x
O=C(CCCCCN1C(=O)c2cccc([N+](=O)[O-])c2C1=O)Nc1ccccc1F	-2	10	-2	0	0	32	-1	0.0
CCOc1ccc(CC(=O)N/N=C/c2cccnc2)cc1OCC	-12	4	0	3	0	4	7	0.0
CC1CN(C(=O)CS(=O)(=O)Cc2ccccc2)CC(C)O1 (stereo not drawn)	-8	5	-4	-5	0	x	x	-0.2
COCC#Cc1cnc2c(c1)C(=O)N([C@@H](C)CO)C[C@H](C)[C@H](CN(C)C(=O)C1CCC1)O2	12	5	2	-8	0	0	-2[16.7 µM]	1.6
C[C@H](CO)N1C[C@H](C)[C@@H](CN(C)Cc2ccc3c(c2)OCO3)Oc2ccc(NS(=O)(=O)c3ccc(Cl)cc3)cc2C1=O	-9	3	-1	2	3	3	-2[16.7 µM]	0.0
CCOC(=O)/C(C#N)=C1/C=CN(C)C=N1	x	-2	x	7	-1	3	-9	x
Cc1ccc(NC(=O)CCNS(=O)(=O)c2ccc3c(c2)c(=O)n(C)c(=O)n3C)cc1C	-12	x	-1	x	x	-14	x	3.6
CC(COc1cccc2ccccc12)CN1CCN(C)CC1 (stereo not drawn)	x	-7	x	-2	3	-3	3	x
COc1ccc(S(=O)(=O)Nc2ccc3c(c2)C(=O)N([C@H](C)CO)C[C@@H](C)[C@@H](CN(C)Cc2ccc(C(=O)O)cc2)OCCCC[C@H](C)O3)cc1	0	7	-6	6	54	1	28[16.7 µM]	0.0
COc1ccc(S(=O)(=O)Nc2ccc3c(c2)C(=O)N([C@H](C)CO)C[C@@H](C)[C@@H](CN(C)Cc2ccncc2)O3)cc1	12	-3	-4	6	-1	0	4[16.7 µM]	0.0
O=C(C[C@H]1C=C[C@@H](NS(=O)(=O)c2ccccc2)[C@@H](CO)O1)N1CCN(c2ccccc2)CC1	0	x	1	x	x	10	x	-0.4
O=C(NCc1ccccc1Cl)C1CCCN1C(=O)NC1CCCCC1 (stereo not drawn)	-15	0	0	7	-2	10	0	x
O=C(CCNS(=O)(=O)c1cccc2nsnc12)NCc1ccccc1	-1	8	1	-2	0	-7	11	x
COc1ccc(OC)c(NC(=O)C2CCN(S(=O)(=O)c3ccc4c(c3)OCCO4)CC2)c1	7	2	0	6	-1	x	x	x
O=C(c1ccco1)N1CCN(Cc2cc(=O)c(OCc3ccc([N+](=O)[O-])cc3)co2)CC1	-1	-1	-1	-7	-1	2	-4	x
Additional entries follow.
SMILES	RAD52 anneal inh	PglD DTNB	ERAP1 HTS inh	RAD54 branch	Cneo AK release	PGC1a acetyl inh	miR-122 sensor	E-selectin induc
Cc1ccc(-c2ccc3c(c2)O[C@H](CN(C)C(=O)NC(C)C)[C@@H](C)CN([C@H](C)CO)S3(=O)=O)cc1	21	0	-2	4	5	-4	9[16.7 µM]	0.2
Cc1ccccc1CSc1ncc(C#N)c(N)n1	-135	-7	7	-8	3	-5	-1	x
N#Cc1ccccc1Sc1ccccc1C(=O)Nc1ccc(Br)cc1	-10	-1	6	2	x	7	5	x
COc1cccc(NC(=O)N(C)C[C@H]2Oc3ncc(C#Cc4ccc(F)cc4)cc3C(=O)N([C@H](C)CO)C[C@@H]2C)c1	-1	0	1	-12	6	1	-2[16.7 µM]	0.7
COC(=O)CSc1nc(N)c(C#N)c(-c2ccco2)c1C#N	x	1	x	-5	2	11	-9	x
O=[N+]([O-])c1ccc(OCCO)c(P(=O)(c2ccccc2)c2ccccc2)c1	-8	1	4	-3	2	7	-3	0.1
C=C(C)c1nc(Oc2ccccc2)nc(Oc2ccccc2)n1	11	x	3	x	x	-11	6	-1.5
COc1cccc(OC)c1C(=O)Nc1ccc([N+](=O)[O-])cn1	x	1	x	1	1	3	5	x
COc1ccc(N2C(=O)CC(N(Cc3ccco3)C(=O)CCC(=O)O)C2=O)cc1 (stereo not drawn)	-4	4	-4	8	3	x	0	2.4
COCCN1C(=O)c2oc3cc(C)c(C)cc3c(=O)c2C1c1ccc(O)cc1 (stereo not drawn)	x	9	x	-1	2	x	0	x
CC(=O)NC(c1ccccc1)c1nc(-c2cncnc2)cs1 (stereo not drawn)	-5	-3	6	-7	2	-7	29	u
COc1ccc(NC(=O)N(C)C[C@H]2Oc3ccc(NS(=O)(=O)c4ccc(Cl)cc4)cc3C(=O)N([C@@H](C)CO)C[C@H]2C)cc1	-2	2	0	0	22	x	14[16.7 µM]	4.2
COc1ccc(S(=O)(=O)Nc2ccc3c(c2)C(=O)N([C@H](C)CO)C[C@H](C)[C@H](CN(C)S(=O)(=O)c2ccc(F)cc2)OCCCC[C@H](C)O3)cc1	-26	2	-3	-21	-3	-20	-14[16.7 µM]	-0.1
CCN(CC(=O)Nc1c(F)cccc1F)C(=O)CCCSc1nc2ccccc2[nH]1	-5	1	4	-4	1	-7	2	-0.3
CS(=O)(=O)N1CCc2cc(-c3csc(NCC4CCCO4)n3)ccc21 (stereo not drawn)	x	-3	x	-2	-2	-6	29	x

4 records picked at random from those above, as already listed:
SMILES	RAD52 anneal inh	PglD DTNB	ERAP1 HTS inh	RAD54 branch	Cneo AK release	PGC1a acetyl inh	miR-122 sensor	E-selectin induc
COc1cccc(OC)c1C(=O)Nc1ccc([N+](=O)[O-])cn1	x	1	x	1	1	3	5	x
O=[N+]([O-])c1ccc(OCCO)c(P(=O)(c2ccccc2)c2ccccc2)c1	-8	1	4	-3	2	7	-3	0.1
Cc1ccc(-c2ccc3c(c2)O[C@H](CN(C)C(=O)NC(C)C)[C@@H](C)CN([C@H](C)CO)S3(=O)=O)cc1	21	0	-2	4	5	-4	9[16.7 µM]	0.2
COC(=O)CSc1nc(N)c(C#N)c(-c2ccco2)c1C#N	x	1	x	-5	2	11	-9	x
